# 12-LOX inh: inhibitors of human 12S-lipoxygenase ALOX12; P18054; purified 12hLO, xylenol orange hydroperoxide absorbance; Potency, µM (top dose mostly 108 µM), without a hit: at the top dose activity change, negative = inhibition, actives largely listed as inhibitors; 580,000 tested, 1.1% active; AID 1671190; active means well fitted inhibition curve with a large enough effect; inconclusive means small, poorly fitted or top-dose-only effect, or another doubt; inactive means no such curve, though single readings can be large or run the other way
# Target sequence (P18054 whole entry, looked up): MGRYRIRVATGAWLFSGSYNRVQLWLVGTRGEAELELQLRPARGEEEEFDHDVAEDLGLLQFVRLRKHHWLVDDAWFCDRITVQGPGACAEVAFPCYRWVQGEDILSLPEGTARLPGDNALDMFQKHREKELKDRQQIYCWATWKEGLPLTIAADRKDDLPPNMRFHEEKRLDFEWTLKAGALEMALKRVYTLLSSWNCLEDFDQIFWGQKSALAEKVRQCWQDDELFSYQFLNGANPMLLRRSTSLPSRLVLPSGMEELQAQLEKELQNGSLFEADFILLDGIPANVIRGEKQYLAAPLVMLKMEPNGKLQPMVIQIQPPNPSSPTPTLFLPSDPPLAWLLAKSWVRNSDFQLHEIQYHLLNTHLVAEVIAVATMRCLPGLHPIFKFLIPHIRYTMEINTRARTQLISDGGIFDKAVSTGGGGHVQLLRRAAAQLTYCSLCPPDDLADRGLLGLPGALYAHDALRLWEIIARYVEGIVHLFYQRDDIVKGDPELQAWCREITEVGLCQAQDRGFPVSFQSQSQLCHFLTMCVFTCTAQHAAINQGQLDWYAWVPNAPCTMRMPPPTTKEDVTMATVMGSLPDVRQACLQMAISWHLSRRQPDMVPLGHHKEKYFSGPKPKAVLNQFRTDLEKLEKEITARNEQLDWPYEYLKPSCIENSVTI
#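 Purified human 12hLO at 150 nM in 25 mM Hepes, 0.01% Triton X-100, pH 7.0, preincubated 15 min at room temperature with compound. Reaction started with 40 uM arachidonic acid, 30 min at room temperature. Hydroperoxide measured by Fe-xylenol orange, 573/405 nm absorbance ratio.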
# * hit, by the source's call; ? = inconclusive; [ ] = dose if it differs, or a comment. On the % scale 0 is the no-effect control and ±100 the full control effect; potency means the concentration at half of the fitted maximal effect.
12-LOX inh | smiles
-4.5% | O=C(NC1CC1)c1nc(-c2ccc(Cl)cc2Cl)c2ccccn12
72.0%[activator] | COc1ccccc1CN1C[C@@H](C(=O)O)C[C@H](C(=O)NCc2ccccn2)C1
3.6% | O=C(NCc1cccc(F)c1)N1CCC(OC2CCN(Cc3ccccc3)CC2)CC1
24.5% | COc1ccccc1CNC(=O)c1nc(COc2c(C)occc2=O)no1
13.4% | O=C1/C(=C/c2ccccc2)COc2ccccc21
54.2%[activator] | O=C(c1ccc(Cl)s1)N1CCCC2(C1)Nc1cccnc1NC2=NC1CCCC1 (stereo not drawn)
49.1%[activator] | Cc1cnn(CCC(=O)N[C@@H]2CN(C)C[C@H]2CN(C)C)c1
-23.0% | CC(=O)Nc1cc(NCC(=O)NC2(C#N)CCCCC2)ccc1F
8.1% | COc1ccc(-c2ccccc2NC(=O)C2CCCN(Cc3c(O)cccc3OC)C2)cc1 (stereo not drawn)
69.6%[activator] | O=C(O)CCNC(=O)Cn1nc2c(cc1=O)CCCCC2
? | CN1C(=O)S/C(=C\C(=O)O)C1=O
-22.2% | O=C(NCCc1ccccc1)C1CCCN(c2ccc3nnc(C(F)(F)F)n3n2)C1 (stereo not drawn)
19.3% | COCc1ncc(C)n1CCNC(=O)c1cc(-c2cc(C)ccc2C)n[nH]1
29.6% | Cc1ccccc1N1CCN(C(=O)c2cc3c(s2)CCN(C(=O)c2ccccc2)C3)CC1
-0.5% | COc1cccc2cc(C(=O)NCCOc3ccccc3F)c(=O)oc12
20.5% | COc1cccc(N2CCN(C(=O)c3ccc4c(c3)C(O)CCCCCN4C)CC2)c1 (stereo not drawn)
0.0%[57.4 µM] | CC(C)(C)C(=O)Oc1ccc2c(c1)nc(NC(=O)c1cccc([N+](=O)[O-])c1)n2CCCO
0.6% | CC(C)(C)c1nnc(Nc2ccc(Cl)c(Cl)c2)[nH]c1=O
? | NC(=O)c1c(NC(=O)c2nn(-c3cccc(Cl)c3)ccc2=O)sc2c1CCCC2
78.6%[activator] | Cc1ccccc1-n1cc(-c2ccnc(NC(C)Cc3ccncc3)n2)cn1 (stereo not drawn)
-8.8% | CN(C(=O)c1ccc(NC(=O)C2CCCCC2)cc1)c1ccccc1
4.0%[6.33 µM] | COc1ccc(CN2CCCC23Cc2ccccc2CNC3=O)cc1OC (stereo not drawn)
-10.4% | CCCCS(=O)(=O)N1C2=NC(C(=O)OCC)=C(C(=O)OCC)C3N(Cc4ccc(C#N)cc4)c4ccccc4[C@]23C[C@H]1C(=O)OC (stereo partly drawn)
62.8%[activator] | O=S(=O)(c1ccc2c(c1)OCCO2)N1CCC(Cc2nc(-c3cccnc3)n[nH]2)C1 (stereo not drawn)

# Quoted from above for reference:
12-LOX inh | smiles
-4.5% | O=C(NC1CC1)c1nc(-c2ccc(Cl)cc2Cl)c2ccccn12
72.0%[activator] | COc1ccccc1CN1C[C@@H](C(=O)O)C[C@H](C(=O)NCc2ccccn2)C1
3.6% | O=C(NCc1cccc(F)c1)N1CCC(OC2CCN(Cc3ccccc3)CC2)CC1
24.5% | COc1ccccc1CNC(=O)c1nc(COc2c(C)occc2=O)no1
13.4% | O=C1/C(=C/c2ccccc2)COc2ccccc21

# Next structures
12-LOX inh | smiles
42.1%[activator] | O=C(Nc1cccc(-c2ccc(F)cc2)c1)C1CCCN1C(=O)c1ccncc1 (stereo not drawn)
32.4% | CNc1cc(C2CC(NC(=O)CCn3c(C)cccc3=O)C2)nc(N)n1 (stereo not drawn)
43.7% | COc1ccc(C(=O)N[C@@H]2CCC[C@@H]2C(=O)N2CCN(c3ccccn3)CC2)cn1
? | CO[C@H]1[C@H](NC(=O)c2ccco2)c2ccccc2C12CCN(Cc1cc(Cl)ccc1O)CC2
15.5% | COC(=O)[C@@H]1CCCN1C(=O)c1c(OC)cc(=O)n2c1CCN(Cc1c(C)[nH]c3ccccc13)CC2
9.8%[176 µM] | FC(F)(F)Oc1ccc(CNC2(Cc3cc(CN4CCOCC4)on3)COC2)cc1
35.9%[activator] | CCCNC(=O)N1CCC2(CC1)N(C)C(=O)CS2=O (stereo not drawn)
26.0% | COCCN1C(=O)c2cccn2CC1CNS(=O)(=O)c1ccccc1 (stereo not drawn)
39.5% | CC(C)(C)C(=O)N1CCC2(CC1)OCC(C(=O)NCC1CCCO1)N2C(=O)c1ccc(F)cc1 (stereo not drawn)
12.4% | CCN1Cc2nc(OC)c(CNC(=O)C(C)n3cc(C)cn3)cc2C1=O (stereo not drawn)
-3.5% | CCn1nc(C(=O)OCCOc2ccc(OC)cc2)c2ccccc2c1=O
22.3% | Cc1ccc(-c2nnc(C3CN(C(=O)c4cnc(C)cn4)CC34CCOCC4)o2)cc1 (stereo not drawn)
14.0% | O=S(=O)(c1cccc2nsnc12)N1CCCC1c1ccccc1Cl (stereo not drawn)
? | O=C(/C(=C\OCc1ccc(Cl)cc1)Cc1ccc(Cl)cc1)c1ccccc1
9.7%[176 µM] | COCCN[C@H]1[C@@H]2OC[C@@H](O2)[C@@H](NC(=O)Nc2ccc(OC)cc2)[C@@H]1O
61.2%[activator] | CCn1ccnc1CN(CC1CCN(CCc2ccccc2C)CC1)C1CCCC1
-3.9% | CC(NC(=O)Cc1ccc(N(Cc2ccc(F)cc2)C(=O)c2ccco2)cc1)c1ccccc1 (stereo not drawn)
5.4% | C[C@]12CCCC3=CC(=O)C=CC31OCC2 (stereo partly drawn)
-5.8%[176 µM] | COCCN1C(=O)[C@@H]2C[C@@H](CN2Cc2nccn2C)Oc2ccccc21
14.7% | O=C(NCC(O)c1ccc(F)cc1F)c1ccc(=O)[nH]c1 (stereo not drawn)
-7.0% | O=C(c1ccc(Cn2cncn2)cc1)N1CCN(c2ccccc2F)CC1
18.1% | CC(C)C(C)NC(=O)C(NC(=O)c1ccccc1)C1CCN(C(=O)C2CCCC2)CC1 (stereo not drawn)
-5.9% | CN(C)C(CNC(=O)c1cc2ccccc2oc1=O)c1ccc(C(C)(C)C)cc1 (stereo not drawn)
-8.7% | CNC(=O)[C@@H]1C[C@@H](n2cc(CNC(=O)c3cccc(OC)c3)nn2)CN1
2.3% | CCc1noc(-c2cn(C3CCN(C(=O)c4ccc(C#N)cc4)CC3)nn2)n1
-32.8% | CC(C)NC(=O)C(=O)NCCC1CCCC1
-110.8% | C/C(=N/Nc1ccccc1C(F)(F)F)c1cccs1
-2.7% | CN1CCN(c2nc3ccccc3nc2C(=O)Nc2ccc(OC(F)(F)F)cc2)CC1
3.5% | Cc1ccsc1C(=O)OCC(=O)NC(=O)NC(C)C
206.2%[activator] | CC1CCCCN1CCCNC(=O)c1cc2c(s1)CN(C1CCCC1)C2 (stereo not drawn)
15.5% | O=C(c1n[nH]c2ccccc12)N1CC(Oc2ccccc2-c2nc(C3CC3)no2)C1
32.0% | O=C(CCC[C@@H]1[C@H]2CCCN3CCC[C@@H](CN1C(=O)CCc1ccccc1)[C@@H]23)N1CCOCC1
3.7% | CCOc1cc(C(=O)NC2CCN(c3cc(-c4cccs4)[nH]n3)C2)cc(OCC)c1OCC (stereo not drawn)
-13.1% | CCCC(C(=O)Nc1nc2ccc(OC)cc2s1)c1ccccc1 (stereo not drawn)
0.8% | COc1ccc(CN2C=C(C(=O)OCc3nc(C)no3)C(C)=NS2(=O)=O)cc1
20.3% | Cc1ccccc1C(=O)N1CCC2(CC1)CC(=O)N(c1ccccc1)c1ccccc1O2
-28.9% | Cc1nc2cc(-c3cccc(F)c3)nn2c(C)c1CCC(=O)Nc1ccc(CN2CCCC2)cc1
-0.2%[6.33 µM] | O=C(C1CCCC1)N1CC2(CCN(C3COC3)C2)OCc2ccccc21 (stereo not drawn)
-6.6% | COc1ccccc1N1CCN(CC[C@H]2CN(C(=O)c3ccccc3)CC[C@H]2CC(=O)O)CC1
-29.2% | CC(C)C(=O)Nc1ccc2[nH]cc(C(C(=O)O)N3CCC(Cc4ccccc4)CC3)c2c1 (stereo not drawn)
116.9%[activator] | COCCN1CC2(CCC1=O)CCN(C(=O)c1c(C)cccc1C)CC2
8.1% | COC(=O)c1ccc(OC)cc1OCc1ccccc1C#N
9.5% | CN1c2cc(C(=O)NCc3ccc(Cl)cc3)ccc2C(=O)N2CCCCCC21 (stereo not drawn)
25.1% | O=C(COc1ccccc1)N1CCCC1c1nc(C2CCOCC2)no1 (stereo not drawn)
? | CCN(CC)c1ccc(NS(=O)(=O)c2cc(C)cc(C)c2)cc1C(=O)O
1.1% | Cc1cc(CNC(=O)CC2C=CS(=O)(=O)C2)c2[nH]c(-c3ccccc3)c(C)c2c1 (stereo not drawn)
50.6%[activator] | O=C1c2c(nc(CNc3cccc(F)c3)n2Cc2ccccc2)NCCN1CCN1CCOCC1
-0.4% | CNC(=O)/C=C/c1ccc(C)cc1C
8.7% | O=C(NCCCn1nccc1C1CC1)c1ccccc1C1CCNC1 (stereo not drawn)
-15.5% | Cc1cc(C(=O)CSc2nc3cc([N+](=O)[O-])ccc3o2)c(C)n1C(C)C
-29.0% | Cc1ccccc1COc1ccc(C(=O)O)cc1
3.5% | O=C(CCC1CCCO1)NCC1CC1 (stereo not drawn)
? | COCCN(C)C(=O)c1nc2nc(-c3ccccc3)c(Cl)cc2n1C
19.0%[176 µM] | CNC(=O)c1cccc(-c2cnc(Nc3ccc(F)c(Cl)c3)c3c2CCO3)c1
? | Fc1ccc(NC(=S)NC2CCCCCC2)cc1
? | NC(=O)c1nn(CC(=O)N2CCN(CC(=O)N3CCCCCC3)CC2)c(=O)c2ccccc12
29.0% | CC(C)CSc1nnc(SCC(=O)NCc2ccccc2)s1
52.8%[activator] | COCc1noc([C@@H]2CN(C(=O)c3cccc(Cl)c3)C[C@H]2CO)n1
-21.5% | COc1cccc(NC(=O)CN2C(=O)CC(c3ccccc3)=Nc3ccccc32)c1
? | Nc1nc(C2CC(N)C2)cc(N2CCC(C(=O)NCc3ccccn3)CC2)n1 (stereo not drawn)

# Four entries from above, sorted by their value in 12-LOX inh, lowest first.
structure	12-LOX inh
Cc1ccccc1COc1ccc(C(=O)O)cc1	-29.0%
Cc1cc(C(=O)CSc2nc3cc([N+](=O)[O-])ccc3o2)c(C)n1C(C)C	-15.5%
O=C(CCC1CCCO1)NCC1CC1 (stereo not drawn)	3.5%
O=C(NCCCn1nccc1C1CC1)c1ccccc1C1CCNC1 (stereo not drawn)	8.7%

# Grouped by structure, those above with a nitro group on carbon (two)
12-LOX inh | smiles
0.0%[57.4 µM] | CC(C)(C)C(=O)Oc1ccc2c(c1)nc(NC(=O)c1cccc([N+](=O)[O-])c1)n2CCCO
-15.5% | Cc1cc(C(=O)CSc2nc3cc([N+](=O)[O-])ccc3o2)c(C)n1C(C)C

# New compounds follow:
12-LOX inh | smiles
? | O=C(NCC(c1ccco1)N1CCOCC1)c1cc(=O)c2cc(Cl)ccc2o1 (stereo not drawn)
? | C/C(=C\C(=O)O)C(=O)Nc1cccc(C(F)(F)F)c1
-24.0% | Cc1cccc(-c2cc(C(=O)O)c3ccccc3n2)c1
-19.2% | C=CCC1(CC=C)CCCCN1
? | COCc1nc(C2CCCN(C(=O)c3sccc3C)C2)no1 (stereo not drawn)
42.8%[activator][176 µM] | COc1ccc([C@H]2C[C@@H](O)[C@@H](O)[C@@H]2NC(=O)c2c(C)noc2C)cc1
37.0%[activator] | O=C(NCCC1CCN(C(=O)Nc2ccc(F)cc2F)CC1)c1ccccc1
-1.3%[2.23 µM] | O=C(O)CCC/C=C\C/C=C\C=C\[C@@H](O)C/C=C\CCCCCO
-22.4% | O=C(CCc1c[nH]c2ccccc12)N(Cc1ccc(F)cc1)C1CC1
29.2% | CCOC(=O)CNC(=O)N1CCC(N2C(=O)C3(CCCCC3)C2c2ccncc2)CC1 (stereo not drawn)
-10.9% | Cc1cn2nnc(C(=O)NC3CCC(C)CC3)c2c(=O)[nH]1 (stereo not drawn)
-4.6% | CCNC(=O)N(C1CC1)C1CCOC2(CCN(C(=O)Cc3cccc(C)c3)CC2)C1 (stereo not drawn)
-8.5% | Cc1oc(-c2ccc(C(C)C)cc2)nc1CSc1nc2c(=O)[nH]cnc2n1C
-24.2% | COC(=O)C1=C(C)N(c2ccc(F)cc2)C(=O)CC1C(=O)Nc1ccc(F)cc1 (stereo not drawn)
28.4% | C=C(CC[C@]12OC(C(=O)O)C(O)(C(=O)O)C(C(=O)O)(O1)C(OC(=O)/C=C/[C@@H](C)C[C@@H](C)CC)C2O)[C@@H](OC(C)=O)[C@H](C)Cc1ccccc1 (stereo partly drawn)
0.0% | CCOc1ccc(NC(=O)C2(Cc3cccnc3)CCCCC(=O)N2)cc1 (stereo not drawn)
39.4%[activator] | COCCc1nncn1C1CCN(C(=O)c2ccc(C(F)(F)F)cc2)CC1
43.8%[activator] | CN1CCC([C@@H]2CN(C(=O)c3ccccc3Cl)C[C@H]2C(N)=O)CC1
16.7%[176 µM] | Cc1noc2c(-c3ccc(N4CCOCC4)cc3)cc(-c3ccccc3)nc12
30.6% | Cc1ccc(OCc2nc(C3CCCCN3C(=O)CCN3C(=O)NC(C)(C)C3=O)no2)cc1 (stereo not drawn)
-6.8% | CC(C)c1noc(CC2CCN(C(=O)c3ccc(F)cc3Cl)CC2)n1
? | CC(C)Cn1c(N)c(-c2csc(Nc3ccc(Cl)cc3)n2)c(=O)n(C)c1=O
10.0% | CC(Nc1ccc(C(C)C)cc1)C(=O)Nc1ccc(Cl)cn1 (stereo not drawn)
22.0% | COC(=O)Nc1c(C)cccc1C(C)C
112.0%[activator][176 µM] | CC1(C)[C@H](Cc2cc(CCO)on2)C[C@@H]1NCc1ccccn1
19.0% | CN(C)C(=O)N1CCCC(C(=O)NCCc2nc(-c3ccccn3)no2)C1 (stereo not drawn)
-2.6% | CN(C)c1ccc(C(=O)NC2CCN(c3cn[nH]c(=O)c3)CC2)cc1
56.7%[activator] | COc1ccc(C(=O)N2CC[C@@H]3CN(S(C)(=O)=O)[C@@H]3C2)cn1
2µM* | Cc1ccc(C(=O)N2CCC3(CC2)NC(=O)N(c2ccc(F)cc2)N3)s1

# These rows are one share of the data (hit frequency here may not be typical).
